# NTMT1 inhibitor: blocks human N-terminal methyltransferase 1 activity | Potency, µM (series often up to 114 µM), for inactives: at the top dose activity change, negative = inhibition, usual class: inhibitors | NTMT1 MTase-Glo SAH luminescence, purified enzyme | Q9BV86 | 59,000 compounds, 2.5% hits; active = well fitted inhibition curve with a large enough effect; inconclusive = small, poorly fitted or top-dose-only effect;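 note: plate controls were DMSO vehicle for no effect and no enzyme for full effect; nearly all actives have a fitted effect of over 65% in size; many of its hits are not listed in these tables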
# Target sequence (Q9BV86 whole entry, looked up): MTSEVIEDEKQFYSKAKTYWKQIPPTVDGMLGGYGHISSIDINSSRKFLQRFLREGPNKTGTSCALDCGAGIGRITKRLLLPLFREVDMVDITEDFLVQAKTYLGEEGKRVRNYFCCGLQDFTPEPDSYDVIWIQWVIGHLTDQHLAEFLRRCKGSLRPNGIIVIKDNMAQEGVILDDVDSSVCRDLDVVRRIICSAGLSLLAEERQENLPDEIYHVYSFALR
# * marks the source's active call; other numbers are inactive results; u = inconclusive; & = joins results of further samples; [ ] = dose if it differs, or a comment. Potency is the fitted concentration of half-maximal effect.
SMILES,NTMT1 inhibitor
Cc1ccc(CN(C)c2ccc(N3CCN(C)CC3)cc2)cc1,u
Cc1ccc(OCCn2c(CCNC(=O)Cc3cccc4ccccc34)nc3ccccc32)cc1,-12.6%
CC(C)(C)OC(=O)Cc1nnc(C(C(=O)OCc2ccccc2)c2ccccc2)o1 (stereo not given),15.4%
O=C1c2ccccc2C(=O)N1c1ncccc1O,10.5%[57.5 µM]
CC(C)(C)OC(=O)N1CCN(c2cccc(NCc3ccc(-c4ccc(C#N)cc4)o3)c2)CC1,u
FC(F)(F)c1cnc(N2CCN(C(=S)Nc3cc(Cl)ccn3)CC2)c(Cl)c1,u
Cc1cc(NS(=O)(=O)CCNC(=O)Cc2ccc(Cl)c(Cl)c2)no1,1.4%
Cc1cc2c(s1)c1cnn(Cc3ccccc3C)c(=O)c1n2C,0.6%
COc1cccc(NC(=S)N2CCN(c3ccc(C(F)(F)F)cc3[N+](=O)[O-])CC2)n1,u
Oc1ccccc1C1Nc2cccc3cccc(c23)N1,-10.7%
O=C(Cn1nc(-c2ccc(C(F)(F)F)cc2)ccc1=O)NCCc1ccccc1,13.7%
O=C(c1ccc(-c2cnc3c(O)cccc3c2)cc1)N1CCNCC1,-11.9%
N#Cc1ccc(-c2nc(NCc3ccc(-c4ccnc(C(F)(F)F)c4)cc3)c3ccccc3n2)cc1,8.0%
O=C(Nc1ccc2ccccc2c1)Nc1nnc(-c2ccccc2Cl)s1,1.6%[57.5 µM]
Cc1ccc(C)c(OC2=NS(=O)(=O)c3ccccc32)c1,5.7%
Cc1cc(C)nc(NC(=S)N2CCN(c3ccc(N4CCCC4)nn3)CC2)c1,u
Cc1ccc(NS(=O)(=O)c2ccc3c(c2)CCN(C(=O)C(F)(F)F)C3)cc1C,7.2%
O=S1(=O)N=C(Oc2ccccc2Br)c2ccccc21,u
Cc1cc2c(s1)c1cnn(Cc3c(F)cc(F)cc3F)c(=O)c1n2C,5.0%
Cc1ccc(NS(=O)(=O)c2cccc(Cl)c2)cc1C,-2.0%
O=c1[nH]c(CN2CCOCC2)nc2sc3c(c12)CCC3,5.3%[57.5 µM]
N#Cc1no[n+]([O-])c1-c1ccccc1,6.0%
Oc1ccc(CNc2cccc(F)c2)c2cccnc12,-5.8%
O=C(O)c1cccc(-c2noc(-c3ccccc3C(F)(F)F)n2)c1,-2.6%
COc1ccc(C2C3=C(N=CN(CCN4CCOCC4)C3N)Oc3ccccc32)cc1OC (stereo not given),15.5%
Fc1ccc(-c2ccc(CNc3nc(-c4ccccc4C(F)(F)F)nc4ccccc34)cc2)cc1C(F)(F)F,2.6%
CCCCNC(=S)NCCCc1cnc[nH]1,-15.4%
COC(=O)c1ccccc1NC(=O)c1ccc(C#N)cc1,-1.3%
CC(/C=C/[C@@H]1C[C@]1(C)c1ccc2c(c1)C(C)(C)CCC2(C)C)=C\C(=O)O,-3.2%
COc1ccc(-c2nc3ccccc3c(=O)n2Cc2ccccc2)cc1OCc1ccc(NC(C)=O)cc1,25.5%
N#Cc1c(-c2ccccc2C(F)(F)F)nc2ccccc2c1NCc1ccc(-c2ccnc(C(F)(F)F)c2)cc1,u
Cc1cn([C@H]2C[C@H](N[S+](=O)([O-])Cc3cccc([N+](=O)[O-])c3)[C@@H](CO)O2)c(=O)[nH]c1=O,9.8%
S=C(NCCCN(Cc1ccc(Cl)c(Cl)c1)c1ccc(Br)cn1)NCCc1cnc[nH]1,3.7%
O=C1CCc2cc(S(=O)(=O)NCc3ccccc3)ccc2N1,-12.5%
Nc1nccc(-c2c(-c3ccc(F)cc3)ncn2C2CCN(Cc3ccon3)CC2)n1,3.1%
O=C1CCc2cc(S(=O)(=O)Nc3cccc(Oc4ccccc4)c3)ccc2N1,-1.4%
NC(=S)N/N=C/c1ncccc1N,u
FC(F)(F)c1ccccc1-c1nc(NCc2ccc(Cl)c(Cl)c2)c2ccccc2n1,23.2%
COc1ccc(C2Nc3ccccc3C(=O)N2Cc2ccccc2Cl)cc1COc1ccc(NC(C)=O)cc1 (stereo not given),34.3%[activator]
COc1ccc(OC)c(NC(=O)C(OC(=O)CNC(=O)c2ccccc2)c2ccccc2)c1 (stereo not given),2.8%
Cc1c(P(=S)(c2ccccc2)c2ccccc2)[n+]2ccccc2n1CCCCCc1ccccc1,u
C=C1/C(=C\C=C2/CCC[C@]3(C)[C@@H]([C@H](C)CCCC(C)(C)O)CC[C@@H]23)C[C@@H](O)C[C@@H]1O,-3.3%&3.9%
O=C1CCC2=C1C1(CCCC1)N=C(Nc1nc3ccccc3o1)N2,1.9%
CCOc1ccc(CCNC(=O)c2ccc3[nH]ccc3c2)cc1OCC,7.0%[57.5 µM]
N#Cc1ccc(NS(=O)(=O)c2ccc3c(c2)CCC(=O)N3)cc1,-0.2%[57.5 µM]

# Some values from the entries so far:
# Under NTMT1 inhibitor, `FC(F)(F)c1ccccc1-c1nc(NCc2ccc(Cl)c(Cl)c2)c2ccccc2n1` reads 23.2%
# Under NTMT1 inhibitor, `COc1ccc(C2Nc3ccccc3C(=O)N2Cc2ccccc2Cl)cc1COc1ccc(NC(C)=O)cc1` (stereo not given) reads 34.3%[activator]
# Under NTMT1 inhibitor, `Cc1cn([C@H]2C[C@H](N[S+](=O)([O-])Cc3cccc([N+](=O)[O-])c3)[C@@H](CO)O2)c(=O)[nH]c1=O` reads 9.8%
# Under NTMT1 inhibitor, `N#Cc1ccc(NS(=O)(=O)c2ccc3c(c2)CCC(=O)N3)cc1` reads -0.2%[57.5 µM]

# Further records:
SMILES,NTMT1 inhibitor
Clc1ccccc1-c1ccc2ncnc(NCc3cccs3)c2c1,4.6%
O=C(O)c1ccc(S(=O)(=O)N[C@@H](Cc2ccc(O)cc2)C(=O)O)cc1,-8.2%
Cc1ccc(OCCn2c3c(c4ccccc42)CCN(C(=O)C2CCCCC2)C3)cc1,31.4%
C[C@H](NC(=O)/C(C#N)=C/c1cccc(Br)n1)c1ccccc1,1.7%
O=[S+]([O-])(Nc1ccccc1)c1ccc(NCc2cccc(C(F)(F)F)c2F)cc1,2.1%
N#Cc1ccc(Nc2nn3c(=O)c4ccccc4nc3s2)cc1,u
O=C(Cc1nnc(CNC(=O)c2ccccc2)s1)Nc1ccc(C(F)(F)F)cc1Cl,u
O=S(=O)(c1ccc2c(c1)OCCO2)C1CCC(S(=O)(=O)c2c(F)cccc2F)CC1 (stereo not given),-0.5%[57.5 µM]
CCCn1c(-c2ccc(F)cc2)nc2c(NCCCN(CCO)CCO)nc(C)nc21,-10.1%
Cc1cccc(-n2cnc3cc(C(=O)NC4CCCCC4)ccc32)c1,u
C=C1[C@H](OC(=O)/C=C(\C)CC)C[C@@H](C(C)C)[C@@H]2[C@H]([C@@H](C)OC(C)=O)C(=O)C[C@@H]12,-11.2%
Brc1ccc(-c2ccc(C3Nc4cccc5cccc(c45)N3)o2)cc1,-25.2%
Cc1ccc(S(=O)(=O)Nc2cnccc2C(=O)Nc2nc(-c3ccc(-c4ccccc4)cc3)cs2)cc1,11.8%
COc1ccc(C2=Nn3c(nnc3-c3ccccc3C)SC2)cc1OC,u
CCCc1ccc(NC(=O)c2ccc3c(c2)NC(=O)CS3)cc1,-1.1%
O=C(Nc1ncc(Cc2ccc(C(F)(F)F)cc2)s1)c1cccc(-c2ccccc2)c1,7.4%[57.5 µM]
O=C1CCCC2=C1C(c1[nH]ncc1Cl)N=C(Nc1nc3c(Cl)cccc3o1)N2 (stereo not given),-14.0%
O=C(NCc1cccnc1)C1CCN(S(=O)(=O)c2cccs2)CC1,2.7%
CCN(CC)CCCCn1c(-c2ccccc2)nc2c(NCCOC)nc(C)nc21,u
CC(C)(N)C(=O)Nc1ccc(Cl)cc1C(=O)c1ccc[nH]1,-2.3%
CN1C[C@@H]2c3ccccc3Oc3ccc(Cl)cc3[C@H]2C1,-2.4%
CCOc1ccc(NC(=O)Nc2ccc(-c3nc4ccccc4[nH]3)cc2)cc1,4.3%
CC(C)n1c(/C=C/[C@H](O)C[C@H](O)CC(=O)O)c(-c2ccc(F)cc2)c2ccccc21,-3.2%
COc1ccc(-c2nnc3n2N=C(c2cc(OC)ccc2OC)CS3)cc1,u
O=S(=O)(Nc1ccccc1)c1ccc(NCc2cccc(Cl)c2O)cc1,-2.7%[57.5 µM]
Cc1cc(NS(=O)(=O)c2ccc(N(C)C(=O)Cc3ccc(Cl)c(Cl)c3)cc2)no1,-7.7%
O=C(N[C@H]1CCCc2c1cnn2-c1ccc(F)cc1F)c1ccccn1,5.7%
Cc1ccc(S(=O)(=O)Nc2cnccc2C(=O)Nc2ccc(N3CCOCC3)cc2)cc1,13.6%
Cc1ccc(CN(C)c2nc(-c3ccccc3C(F)(F)F)nc3ccccc23)cc1,8.0%
Cc1cc(CNc2ncnc3ccc(-c4ccc5c(c4)OCO5)cc23)c(C)o1,u
N[C@@H](Cc1ccc(O[S+](=O)([O-])c2cccc3cnccc23)cc1)C(=O)N1CCN(c2ccccc2)CC1,-0.1%[57.5 µM]
Cc1ccc(-c2ccc(=O)n(CC(=O)NCCc3ccccc3)n2)cn1,7.2%
Cc1cc(N[S+](=O)([O-])c2cc3c(cc2Cl)NC(=O)CO3)ccc1Cl,-4.8%
Cn1c2cc(Br)sc2c2cnn(Cc3ccc(F)cc3)c(=O)c21,u
O=S(=O)(Nc1nccs1)c1ccc(NCc2cccc(F)c2O)cc1,-24.9%
CCC(=O)NC(c1cc(Cl)c2ccccc2c1O)C1CC1 (stereo not given),-0.8%
C=CC(=O)N1CCC(CNc2ncnc(N)c2-c2ccc(Oc3ccccc3)cc2)CC1,2.6%
O=C(NCc1ccc(S(=O)(=O)c2cccc(C(F)(F)F)c2)cc1)c1cnc2[nH]ncc2c1,19.5%
Cc1cc(N[S+](=O)([O-])c2ccc(NC(=O)Cc3cccc(Cl)c3Cl)cc2)no1,2.6%
Cn1nnnc1Sc1ncnc2scc(-c3ccccc3F)c12,-15.1%
COc1ccc(Cn2ncc3c4sc(C)cc4n(C)c3c2=O)cc1F,9.1%
O=C1c2ccccc2C(=O)N1c1ccc(Cl)cc1,-4.3%
Cc1ccc(S(=O)(=O)NCC(=O)Nc2nc(-c3ccccc3)cs2)cc1,-7.4%[57.5 µM]
COc1ccc(O)c(-c2nc3ccccc3c(=O)n2Cc2ccccc2)c1,5.1%
CC(=O)N1CCN(c2ccc(NC(=O)Cc3cnc(-c4ccnc(F)c4)c(C)c3)nc2)CC1,17.0%
CC(=O)Nc1sc2c(c1-c1ccc3c(c1)OCCCO3)CCNC2,-0.8%
Cc1ccc(CN(C)c2ncnc3ccc(-c4ccc(C(=O)O)o4)cc23)o1,2.0%
Cc1ccc(NS(=O)(=O)c2cc3c(cc2N2CCC2)NC(=O)CC3)cc1C,-4.0%
Cc1ccc(S(=O)(=O)Nc2cc(Cl)cc(C(=O)Nc3nc(-c4ccccc4)cs3)c2)cc1,12.6%
COc1cc(C(N)=O)ccc1NC(=O)[C@@H]1N[C@@H](CC(C)(C)C)[C@@]2(C(=O)Nc3cc(Cl)ccc32)[C@H]1c1cccc(Cl)c1F,5.3%
COc1ccc(-c2nnc(NC(=O)Nc3ccc4ccccc4c3)s2)cc1OC,-0.7%
CCN1CCN(c2cccc(Nc3nn4c(=O)c5ccccc5nc4s3)c2)CC1,u
FC(F)(F)c1cc(-c2ccc(CNc3nc(C4CCCC4)nc4ccccc34)cc2)ccn1,-9.0%[57.5 µM]
Cc1ccc(-n2c(C)cc(-c3nnc4n3CCCCC4)c2C)cc1,3.1%&3.9%
Cc1cccc2oc(NC3=NC(c4[nH]ncc4Cl)C4=C(CCCC4=O)N3)nc12 (stereo not given),-11.3%&-3.5%
O=[S+]([O-])(Nc1ccc(-c2ccccc2)cc1)c1ccc(NCc2ccc(Cl)cc2O)cc1,-4.8%
Clc1ccccc1-c1ccc2ncnc(NCc3ccc4c(c3)OCO4)c2c1,3.4%
C=CCNc1oc(-c2cccc3ccccc23)nc1C#N,4.7%
CCc1cnn2c(NCc3ccc[n+]([O-])c3)cc(N3CCCC[C@H]3CCO)nc12,-14.5%
Cn1nnnc1Sc1ncnc2scc(-c3cccc(S(C)(=O)=O)c3)c12,6.3%

# Another view of part of the listing above:
Structure	NTMT1 inhibitor
COc1ccc(-c2nnc(NC(=O)Nc3ccc4ccccc4c3)s2)cc1OC	-0.7%
COc1cc(C(N)=O)ccc1NC(=O)[C@@H]1N[C@@H](CC(C)(C)C)[C@@]2(C(=O)Nc3cc(Cl)ccc32)[C@H]1c1cccc(Cl)c1F	5.3%
Cn1nnnc1Sc1ncnc2scc(-c3cccc(S(C)(=O)=O)c3)c12	6.3%
CCN1CCN(c2cccc(Nc3nn4c(=O)c5ccccc5nc4s3)c2)CC1	u
CC(=O)Nc1sc2c(c1-c1ccc3c(c1)OCCCO3)CCNC2	-0.8%
Cc1ccc(-n2c(C)cc(-c3nnc4n3CCCCC4)c2C)cc1	3.1%&3.9%

# Fetched by structure from above:
SMILES,NTMT1 inhibitor
COc1cc(C(N)=O)ccc1NC(=O)[C@@H]1N[C@@H](CC(C)(C)C)[C@@]2(C(=O)Nc3cc(Cl)ccc32)[C@H]1c1cccc(Cl)c1F,5.3%
O=[S+]([O-])(Nc1ccc(-c2ccccc2)cc1)c1ccc(NCc2ccc(Cl)cc2O)cc1,-4.8%
COc1ccc(-c2nnc(NC(=O)Nc3ccc4ccccc4c3)s2)cc1OC,-0.7%

# (further entries)
SMILES,NTMT1 inhibitor
O=C1Cc2cc(S(=O)(=O)N3CCNCC3)ccc2N1,-4.2%
O=c1[nH]c2ccc(S(=O)(=O)N3CCN(S(=O)(=O)c4ccc5c(c4)OCCO5)CC3)cc2[nH]c1=O,-6.3%[57.5 µM]
CCOc1ccc(CCNC(=O)c2csc(Br)n2)cc1OCC,14.7%
Cc1cccc(CNc2ncnc3ccc(-c4cccnc4)cc23)c1,-10.2%
O=c1c2ccccc2nc2sc(NCc3ccccc3)nn12,2.4%[57.5 µM]
Cc1cc(C)n2ncc(C(=O)Nc3ccc(C)c(C)c3)c2n1,21.6%
CN1CCN(C(=O)[C@H](Cc2ccc(O[S+](=O)([O-])c3cccc4cnccc34)cc2)N[S+](=O)([O-])c2cccc3cnccc23)CC1,-1.0%
O=S(=O)(Nc1nccs1)c1ccc(NCc2ccccc2O)cc1,u
CNCCn1c(=O)c2cc(OC)c(OC)cc2c2cnc3cc4c(cc3c21)OCO4,15.5%[29.8 µM]

# Screening results deposited in PubChem BioAssay by National Center for Advancing Translational Sciences (NCATS).

# Only part of the results is shown. The share of hits here may be higher or lower than overall.
